MrgX1 antag: antagonists of human MrgX1 receptor; actives 1.3% (n = 310,000); MRGX1-HEK293 calcium flux, Fluo-4, BAM8-22 antagonism; stronger effect = lower value; B-score at 10 µM;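 active means calcium-response B-score plate-corrected more than 3 library SD below zero, starting fluorescence within 5 deviations, no agonist response on first addition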;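 further: peak minus trough fluorescence over baseline after final BAM8-22 challenge near maximal dose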
TRPC6 inh: inhibitors of mouse TRPC6 channel; Q61143; HEK293-TRPC6, membrane potential dye, ACh-evoked depolarization; stronger effect = lower value; B-score at 10 µM; actives 1.1% (n = 310,000);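 active means B-score under library mean minus 3 SD, initial fluorescence not abnormally high, positive integrated signal ratio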;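 further: B-score derived from integrated fluorescence ratio over the kinetic read; more negative B-score means stronger inhibition of depolarization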
TRPC4 potent: allosterically enhances the mouse TRPC4 cation channel; HEK293 TRPC4beta/mu-opioid, DAMGO EC20, Fluo-4 Ca2+ flux; stronger effect = higher value; Q9QUQ5; AID 2227; B-score at 10 µM; actives 0.42% (n = 310,000);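 active means B-score of calcium response area above 5 SD of library B-scores, with initial fluorescence ratio within 5 SD of library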;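 further: B-score of integrated fluorescence ratio over time as area under calcium response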
Target sequence (Q9QUQ5 whole entry, looked up): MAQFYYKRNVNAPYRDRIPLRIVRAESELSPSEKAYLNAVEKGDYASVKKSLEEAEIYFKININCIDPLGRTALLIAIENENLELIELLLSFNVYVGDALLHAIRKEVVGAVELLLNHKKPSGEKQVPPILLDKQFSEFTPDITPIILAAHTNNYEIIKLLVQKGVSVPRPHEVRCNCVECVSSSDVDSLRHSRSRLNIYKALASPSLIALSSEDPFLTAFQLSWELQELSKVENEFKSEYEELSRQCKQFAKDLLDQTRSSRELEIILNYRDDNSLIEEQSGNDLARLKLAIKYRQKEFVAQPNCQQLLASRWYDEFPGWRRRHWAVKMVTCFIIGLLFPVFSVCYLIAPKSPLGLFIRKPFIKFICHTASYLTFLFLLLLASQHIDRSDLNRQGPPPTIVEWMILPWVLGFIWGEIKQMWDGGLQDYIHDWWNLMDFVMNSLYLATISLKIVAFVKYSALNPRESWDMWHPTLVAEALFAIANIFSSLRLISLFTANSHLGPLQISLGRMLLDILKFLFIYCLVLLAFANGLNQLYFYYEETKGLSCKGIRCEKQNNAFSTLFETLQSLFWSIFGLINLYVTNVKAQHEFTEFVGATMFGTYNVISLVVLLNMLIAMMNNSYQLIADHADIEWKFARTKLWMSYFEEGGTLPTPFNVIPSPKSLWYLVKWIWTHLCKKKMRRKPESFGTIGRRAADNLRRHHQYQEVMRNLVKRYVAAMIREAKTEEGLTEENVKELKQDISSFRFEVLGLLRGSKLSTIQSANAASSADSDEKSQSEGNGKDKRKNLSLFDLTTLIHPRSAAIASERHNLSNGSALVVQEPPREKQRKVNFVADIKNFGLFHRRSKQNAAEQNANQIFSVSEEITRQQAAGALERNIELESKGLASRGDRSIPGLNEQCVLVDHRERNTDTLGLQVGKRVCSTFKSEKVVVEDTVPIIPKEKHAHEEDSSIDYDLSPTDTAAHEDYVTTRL
SKKanGAS inh: SKKanGAS growth inhibition. S. pyogenes SKKanGAS, kanamycin growth, BacTiter-Glo, 6 h. inhibition, % at 7.5 µM. actives 1.3% (n = 300,000). AID 1662;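 active means mean replicate score, as percent of positive control median, at least 50; inconclusive means mean below 50 but one replicate at or above 50; inactive means mean and every replicate below 50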;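 further: strain carries kanamycin resistance gene driven by streptokinase promoter and grows in 40 µg/ml kanamycin; loss of luminescence reflects streptokinase promoter inhibition or plain growth inhibition; 0% = median of DMSO wells and 100% = positive control at its reference dose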
MrgX1 PAM: human MrgX1 positive allosteric modulation, primary screen; AID 588675; actives 0.63% (n = 310,000); B-score at 10 µM; MrgX1-HEK293, Fluo-4 calcium flux, FDSS; stronger effect = higher value;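 active means plate-corrected calcium response at least 3 library SD above typical, normal starting fluorescence, not activating the receptor alone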;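 further: compound read alongside a low EC10 to EC30 dose of BAM8-22 agonist; peak minus trough fluorescence over baseline measured at the second addition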
TMEM16A act: activators or potentiators of mouse TMEM16A chloride channel; Q8BHY3; HEK293 TMEM16A/YFP-H148Q/I152L, iodide quench fluorescence; stronger effect = lower value; B-score at 10 µM; actives 0.3% (n = 340,000);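 active means fluorescence-ratio B-score plate-corrected deviation score at least 3 library SD below zero, with starting fluorescence score within 5 deviations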;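 further: channel opened by trigger with iodide after compound preincubation; score built on the fluorescence ratio of max minus min over baseline; more negative score means more quench and so TMEM16A activation or potentiation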
TRPC4 block: inhibitors of mouse TRPC4 channel | Q9QUQ5 | HEK293 TRPC4beta/mu-opioid, DAMGO-evoked Fluo4 calcium flux; stronger effect = lower value | B-score at 10 µM | actives 0.39% (n = 300,000);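 active means B-score over 3 SD under the library average, no early fluorescence shift, positive overall ratio signal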
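Test system – stable TRPC4beta/mu-opioid receptor HEK293 cells · Probe or stimulus – DAMGO, a submaximal dose followed by a maximal one · Dosing – one concentration per compound · Signal – Fluo4 calcium fluorescence by kinetic imaging, 5 s 1 Hz baseline · Evaluation – per-well B score of integrated baseline-normalized Fluo4 ratio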
TRPC6 activator: activates the mouse TRPC6 cation channel | Q61143 | actives 0.13% (n = 310,000) | B-score at 10 µM | HEK293-TRPC6 membrane potential dye fluorescence; stronger effect = higher value | AID 2550;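 active means B-score of the integrated fluorescence ratio above library mean plus 3 SD, and starting fluorescence ratio within library mean plus 5 SD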;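 further: higher score means more depolarization so channel activation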
MrgX1 agonist: activates human MrgX1 receptor signaling | B-score at 10 µM | MrgX1-HEK293 cells, Fluo-4 calcium fluorescence, agonist mode; stronger effect = higher value | Q96LB2 | actives 0.44% (n = 310,000);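 active means calcium response B-score plate-corrected fluorescence ratio at least 3 library SD, with starting fluorescence B-score inside 5 SD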
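Test system: HEK293 cells stably expressing human MrgX1 receptor; amount: 15,000 cells per well; doses: compound delivered in addition one of three; times: overnight plating before 1 h dye loading; detection: Fluo-4 NW calcium-flux fluorescence, kinetic read; read-out basis: B-scored fluorescence response ratio; controls: positive and negative controls per plate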
TMEM16A inh: mouse TMEM16A channel inhibition, primary screen | actives 1.2% (n = 310,000) | HEK293 TMEM16A/YFP iodide influx fluorescence, ionomycin | normalized B-score (activity score, 25-100; higher = stronger inhibition) at 10 µM;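 active means ratio plate-corrected score three or more library SD toward inhibition, starting fluorescence score within five deviations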;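 further: score derived from kinetic fluorescence span divided by baseline fluorescence per well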
TRPC4 agonist: TRPC4 (mouse) channel activation | HEK293 TRPC4beta/mu-opioid, Fluo4 calcium fluorescence; stronger effect = higher value | B-score at 10 µM | actives 0.49% (n = 310,000) | AID 2237;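 active means B-score above 5 SD of library B-scores, and initial fluorescence ratio not above library mean plus 5 SD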;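 further: positive B-score marks a calcium rise read as TRPC4 activation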
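System – HEK293 cells stably co-expressing mouse TRPC4beta and mu-opioid receptor · Signal – Fluo4 calcium-sensitive dye fluorescence, kinetic, 1 Hz baseline · Benchmarks – buffer (low) and maximal DAMGO (high) · Read-out – B score of integrated fluorescence ratio per well · Incubation – dye loading 45 min room temperature, 110 s kinetic read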
* hit, by the source's call; i = inactive; ? = inconclusive; . = no result given.

Molecule	MrgX1 antag	TRPC6 inh	TRPC4 potent	SKKanGAS inh	MrgX1 PAM	TMEM16A act	TRPC4 block	TRPC6 activator	MrgX1 agonist	TMEM16A inh	TRPC4 agonist
C=CCn1c(=O)c(CCC(=O)Nc2ccc(N3CCOCC3)cc2)nc2cc(C(F)(F)F)ccc21	i	i	i	-1	i	i	i	i	i	i	i
O=C1CCC(=O)N1CC(=O)N1c2ccccc2Sc2ccccc21	i	i	i	0	i	i	i	i	i	i	i
CCCC(C(=O)NCc1ccco1)N(Cc1ccco1)C(=O)CNS(=O)(=O)c1ccccc1 (configuration not stated)	i	i	i	1	i	i	i	i	i	i	i
COc1cccc(C(=O)Nc2ccc3c(c2)C(=O)N(CC2CCCO2)C3=O)c1 (configuration not stated)	i	i	i	42	i	i	i	i	i	i	i
Cc1ccc(CCNC(=O)CCS(=O)(=O)Cc2ccc(C)cc2)cc1	i	i	i	-6	i	i	i	i	i	i	i
CCCn1nnnc1NCc1ccc(SC)cc1	i	i	i	0	i	i	i	i	i	i	i
COc1ccc(C(=O)C2CCCN(C(=O)c3c4c(nn3C)CCCC4)C2)cc1F (configuration not stated)	i	i	i	-9	i	i	i	i	i	i	i
COc1cc(C(=O)OCc2cc(=O)oc3c(C)c(C)ccc23)ccc1OC(F)F	i	i	i	-7	i	i	i	i	i	i	i
CCc1ccc[n+](-c2nc3ccccc3nc2C(=C=[N-])C#N)c1	i	i	i	-7	i	i	i	i	i	i	i
Cc1cccc(N2CCN(C(=O)CCNS(=O)(=O)c3ccc4c(c3)oc(=O)n4C)CC2)c1C	i	i	i	6	i	i	i	i	i	i	i
Cc1ccc(C(=O)COc2cc(C)nc3nncn23)cc1	i	i	i	4	i	i	i	i	i	i	i
N#CCNC1CC(=O)N(c2ccc(F)cc2)C1=O (configuration not stated)	i	i	i	0	i	i	i	i	i	i	i
CCC1(c2ccc(F)cc2)NC(=O)N(CC(=O)NCc2ccccc2Cl)C1=O (configuration not stated)	i	i	i	3	i	i	i	i	i	i	i
O=C(COc1ccc(Cl)cc1)NNC(=O)c1ccccn1	i	i	i	34	i	i	i	i	i	i	i
CCOCCn1c(CN2CCOCC2)nc2c1c(=O)[nH]c(=O)n2C	i	i	i	-1	i	i	i	i	i	i	i
O=C(c1ccco1)N1CCN=C1SCc1c(F)cccc1Cl	i	i	i	18	i	i	i	i	i	i	i
O=C1NC2(CCCCC2)C(=O)N1/N=C/c1ccc(O)cc1O	i	i	i	-2	i	i	i	i	i	i	i
O=C1CSC(c2ccc(F)cc2)N1c1ccccc1F (configuration not stated)	i	i	i	-3	i	i	i	i	i	i	i
COc1cc(NC(=O)c2cc(Br)cc(C)c2OC)ccc1NC(=O)C(C)C	i	i	i	15	i	i	i	i	i	i	i
Cc1nc2nc(SCc3nc4ccccc4[nH]3)[nH]c2cc1Br	i	i	i	5	i	i	i	i	i	i	i
CC(C)(C)c1nc(N)nc(=O)[nH]1	i	i	i	-1	i	i	i	i	i	i	i
COc1ccc(/C=N/n2c(=O)[nH]c3c([nH]c4ccc(C)cc43)c2=O)cc1CN1CCOCC1	.	i	i	0	.	i	i	i	.	.	i
O=C(c1cccnc1)N1CCC(Oc2ccc(C(=O)N3CCCC(O)C3)cc2)CC1 (configuration not stated)	i	i	i	-6	i	i	i	i	i	i	i
CCc1nc2c(c(=O)c3ccccc3n2C)c(=O)n1C1CCCCCC1	i	i	i	22	i	i	i	i	117*	i	i
O=c1[nH]c2ccccc2n1Cc1ccc(F)cc1	i	i	i	2	i	i	i	i	i	i	i
Cc1c(NC(=O)CN2C(=O)C(=O)c3ccccc32)c(=O)n(-c2ccccc2)n1C	i	i	i	0	i	i	i	i	i	i	i
O=C1CN(C(=O)c2cc(Br)c(Br)s2)c2ccccc2N1	i	i	i	18	i	i	i	i	i	i	i
COC(=O)C1=C(C)N(c2ccccc2)C(=S)NC1c1ccccc1C(F)(F)F (configuration not stated)	i	i	i	10	i	i	i	i	i	i	i
O=C1/C(=C/c2cccs2)Sc2ccccc21	i	i	i	4	i	i	i	i	i	i	i
COc1cc(C(=O)N2c3ccccc3CC2C)cc(OC)c1OC (configuration not stated)	i	i	i	0	i	i	i	i	i	i	i
O=C1[C@@H]2C(c3ccc(F)cc3)=NO[C@@H]2C(=O)N1Cc1ccccc1	i	i	i	-1	i	i	i	i	i	i	i
CCCN(CC(=O)Nc1cccc(Br)c1)CC(=O)Nc1ccc(F)c(F)c1F	i	i	i	-6	i	i	i	i	i	i	i
O=C(CSc1nnc(-c2ccncc2)n1Cc1ccco1)Nc1ccccc1F	i	i	i	-3	i	i	i	i	i	i	i
O=C(CSc1ncccn1)NCc1ccc(F)cc1	i	i	i	0	i	i	i	i	i	i	i
COc1ccc(Cl)cc1NC(=O)CN(C1CCCCC1)S(C)(=O)=O	i	i	i	6	i	i	i	i	i	i	i
CCCCCSc1nnc(-c2cc(Br)ccc2N)c(=O)[nH]1	i	i	i	2	i	i	i	i	i	25*	i
Cc1cc(C)cc(C(=O)OCC(=O)NCc2cccs2)c1	i	i	i	1	i	i	i	i	i	i	i
COc1ccc(C(=O)c2c3ccccc3[n+]([O-])n2CCC(N)=O)cc1	i	i	i	2	i	i	i	i	i	i	i
COc1ccc(CCNC(=O)C2CCCN2S(=O)(=O)c2cccc3nsnc23)cc1OC (configuration not stated)	i	i	i	-14	i	i	i	i	i	i	i
O=C(O)c1cccc(NC(=S)NC(=O)c2cncc(Br)c2)c1	i	i	i	-4	i	i	i	i	i	i	i
O=C(NCc1n[nH]c(=S)n1-c1ccccc1)c1ccco1	i	i	i	0	i	i	i	i	i	i	i
Cc1ccc(S(=O)(=O)N2CCN(C(=O)c3ccccc3)C2)cc1[N+](=O)[O-]	i	i	i	-3	i	i	i	i	i	i	i
O=C(Nc1nnc(COc2ccc(Cl)cc2)s1)C1CCCO1 (configuration not stated)	i	i	i	-11	i	i	i	i	i	i	i
Nc1ccccc1-c1nc2ccccc2s1	i	i	i	5	i	i	i	i	i	i	i
CS(=O)(=O)c1ccc(-c2cccc(NC(=O)c3ccco3)c2)nn1	i	i	i	0	i	i	i	i	i	i	i
CN(Cc1ccccc1)C(=O)CN1C(=O)NC(C)(c2ccc(C(C)(C)C)cc2)C1=O (configuration not stated)	i	i	i	-2	i	i	i	i	i	i	i
CSCCC(NC(=O)c1ccccc1Br)C(=O)NCC(c1ccco1)N1CCCCC1 (configuration not stated)	i	i	i	-4	i	i	i	i	i	i	i
Cc1cccc(OCc2nnc(SCC(=O)N(C(C)C)C(C)C)n2Cc2ccco2)c1C	i	i	i	6	i	i	i	i	i	i	i
CCN(CC)S(=O)(=O)c1ccc(/C=C/C(=O)Nc2ccc(N3CCOCC3)cc2)cc1	i	i	i	3	i	i	i	i	i	i	i
O=C(O)CC(NC(=O)C12CC3CC(CC(C3)C1)C2)c1ccc(OC2CCCC2)cc1 (configuration not stated)	i	i	i	-18	i	i	i	i	i	i	i
CCOC(=O)Cc1nnc2c(Nc3ccc(Cl)cc3)nc3nonc3n12	i	i	i	?	i	i	i	i	i	i	i
CC1(c2ccc3ccccc3c2)NC(=O)N(CC(=O)N2CCN(S(=O)(=O)c3ccccc3F)CC2)C1=O (configuration not stated)	i	i	i	-14	i	i	i	i	i	i	i
COc1ccccc1C(CNC(=O)c1ccc(-c2ccccc2Cl)o1)N1CCCC1 (configuration not stated)	i	i	i	-10	i	i	i	i	i	i	i
CCOC(=O)C(C#N)c1ccccn1 (configuration not stated)	i	i	i	1	i	i	i	i	i	i	i
Cc1ncc([N+](=O)[O-])n1Cc1ccc(Br)cc1	i	i	i	2	i	i	i	i	i	i	i
COc1ccc(N(CC(=O)NCCC2=CCCCC2)S(=O)(=O)c2ccc(C)cc2)cc1	i	i	i	1	i	.	i	i	i	i	i

(list continues)
Molecule	MrgX1 antag	TRPC6 inh	TRPC4 potent	SKKanGAS inh	MrgX1 PAM	TMEM16A act	TRPC4 block	TRPC6 activator	MrgX1 agonist	TMEM16A inh	TRPC4 agonist
OC(COc1ccc2ccccc2c1)CN1CCOCC1 (configuration not stated)	i	i	i	3	i	i	i	i	i	i	i
COc1ccc(NC(=O)C2CCCN(CCCc3ccccc3)C2)cc1OCC(C)C (configuration not stated)	i	-7.3*	i	-9	i	i	i	i	i	i	i
COC(=O)c1ccc(NC(=O)NCCCl)cc1	i	i	i	-6	i	i	i	i	i	i	i
CCCOC1CCCN(C(=O)c2ccc(OC3CCN(C(=O)CCOC)CC3)cc2)C1 (configuration not stated)	i	i	i	-9	i	i	i	i	i	i	i
O=C(NC1CCCC1)c1c(O)nc2sccn2c1=O	i	i	i	-1	i	i	i	i	i	i	i
CCOc1ccc(Br)cc1C(=O)N/N=C/c1cccnc1	i	i	i	-1	i	i	i	i	i	i	i
CS(=O)(=O)c1nc(S(=O)(=O)c2ccc(Cl)cc2)c(N2CCCCC2)s1	i	i	i	-3	i	i	i	i	i	i	i
CC1(C)OC2OC(COC(=O)c3ccc([N+](=O)[O-])cc3)C3OC(C)(C)OC3C2O1 (configuration not stated)	i	i	i	8	i	i	i	i	i	i	i
CC(=Nc1ccccc1)C1=C(O)CC(C)(C)CC1=O	i	i	i	0	i	i	i	i	i	i	i
CC(=O)c1ccc(NC(=O)CCCN2C(=O)C(c3ccccc3)Oc3cccnc32)cc1 (configuration not stated)	i	i	i	-2	i	i	i	i	i	i	i
CC(C)(C)NC(=O)C(=O)N/N=C/c1ccc(F)cc1	i	i	i	-1	i	i	i	i	i	i	i
CCCc1cc(C(=O)Nc2ccc(C(=O)c3ccc(F)cc3)cc2)n(C)n1	-6.9*	i	i	?	i	i	i	i	i	100*	i

Source: PubChem
